Screening results as filed in PubChem.
Mtb BioA inh: M. tuberculosis BioA enzyme inhibitors, primary screen, biochemical, plate reader, single point, HTS; purified M. tuberculosis BioA enzyme; inhibition, % at 9.99 µM; actives 0.096% (n = 360,000); AID 602481, 2012; in the data active means inhibition above about 40%
Numbers without * were called inactive; & = joins results of further samples. Only part of the results is shown; rates above refer to the full screens.

SMILES	Mtb BioA inh
CCCC#Cc1ccc2c(c1)[C@@H]1[C@@H](CCN1S(=O)(=O)c1ccccc1)[C@@H](CO)N2C	0.5
CO[C@H](CN(C)C(=O)c1cnccn1)[C@@H](C)CN([C@H](C)CO)S(=O)(=O)c1ccccc1	-1.2
Cc1noc(C)c1NC(=O)Nc1ccc2c(c1)C(=O)N([C@H](C)CO)C[C@@H](C)[C@@H](CN(C)Cc1ccncc1)O2	-3.4
Cc1noc(C)c1S(=O)(=O)N(C)C[C@@H]1OCCCC[C@@H](C)Oc2ccc(NC(=O)c3ccccc3)cc2C(=O)N([C@H](C)CO)C[C@H]1C	0.7
CO[C@@H]1CN(C)C(=O)c2cc(NC(=O)C3CC3)ccc2OC[C@H](C)N(Cc2cccc(F)c2)C[C@@H]1C	9.6
CCC(=O)Nc1ccc2c(c1)OC[C@H](C)N(C(=O)c1ccccc1F)C[C@H](C)[C@@H](OC)CN(C)C2=O	0.6
C[C@@H]1CN([C@@H](C)CO)S(=O)(=O)c2ccc(C3=CCCC3)cc2O[C@@H]1CN(C)C(=O)c1cccnc1	1.6
Cc1ccc(S(=O)(=O)Nc2ccc3c(c2)CC(=O)N([C@@H](C)CO)C[C@H](C)[C@@H](CN(C)Cc2ccc(-c4ccccc4)cc2)O3)cc1	-1.1
C[C@@H]1CN([C@@H](C)CO)C(=O)c2cc(NC(=O)Cc3ccccc3)ccc2O[C@H]1CN(C)C(=O)Nc1ccccc1	0.7
CCCNC(=O)C[C@H]1CC[C@H]2[C@@H](COc3ccc(NC(=O)c4ccccc4)cc3C(=O)N2C)O1	-2.2
COc1ccc(CN(C)C[C@@H]2Oc3ccc(NC(=O)C4CC4)cc3CC(=O)N([C@H](C)CO)C[C@H]2C)cc1	3.4
Cc1ccc(-c2ccc3c(c2)O[C@H](CN(C)S(C)(=O)=O)[C@@H](C)CN([C@H](C)CO)S3(=O)=O)cc1	4.7

Next section, starting with the last two of the part before.
SMILES	Mtb BioA inh
COc1ccc(CN(C)C[C@@H]2Oc3ccc(NC(=O)C4CC4)cc3CC(=O)N([C@H](C)CO)C[C@H]2C)cc1	3.4
Cc1ccc(-c2ccc3c(c2)O[C@H](CN(C)S(C)(=O)=O)[C@@H](C)CN([C@H](C)CO)S3(=O)=O)cc1	4.7
C/C=C/c1cnc2c(c1)C(=O)N([C@@H](C)CO)C[C@H](C)[C@H](CN(C)Cc1cccc(C(=O)O)c1)O2	-1.1
CC(C)(C)[S@@](=O)N1Cc2cc(C(=O)NCCc3ccncc3)nc(-c3cccc(-c4ccc(C#N)cc4)c3)c2[C@H]1CCO	-0.9
C[C@@H]1CN([C@H](C)CO)C(=O)c2cc(NS(=O)(=O)c3ccc(F)cc3)ccc2O[C@@H]1CN(C)CC1CC1	-1.5
C[C@H]1CN([C@@H](C)CO)C(=O)c2cccc(NC(=O)Nc3ccc(F)cc3)c2O[C@@H]1CN(C)C(=O)Nc1ccc(F)cc1	2.1
CCCN1C[C@H](C)[C@H](OC)CN(C)C(=O)c2cc(NC(=O)COC)ccc2OC[C@@H]1C	-0.2
O=C(NCc1ccc(F)cc1)[C@@H]1[C@@H](CO)[C@@H]2Cn3c(cccc3=O)[C@@H]2N1Cc1ccccn1	0.7
C[C@@H]1CN([C@H](C)CO)C(=O)c2cc(N(C)C)ccc2O[C@@H](C)CCCCO[C@@H]1CN(C)C(=O)CCCN(C)C	-1.1
CC=Cc1ccc2n(c1=O)C[C@H]1[C@H](CO)[C@@H](C(=O)NCCc3ccccc3)N(CCC)[C@@H]21 (mixture of isomers)	-0.8
CC(C)[C@H](C)NC(=O)N(C)C[C@@H]1OCc2ccccc2-c2c(n(C)c3ccccc23)C(=O)N([C@@H](C)CO)C[C@H]1C	0.0
CCCC#Cc1cnc2c(c1)C(=O)N([C@@H](C)CO)C[C@H](C)[C@H](CN(C)C(=O)Nc1ccc(OC)cc1)O2	0.0
C[C@@H]1CN([C@@H](C)CO)C(=O)c2cc(NC(=O)Nc3ccccc3)ccc2O[C@@H](C)CCCCO[C@H]1CN(C)C(=O)CCCN(C)C	-1.5
COCC(=O)N1C[C@@H](C)[C@H](OC)CN(C)C(=O)c2cc(NC(=O)NC(C)C)ccc2OC[C@@H]1C	0.4
O=C(c1cccc(F)c1)N1C[C@H]2[C@@H](c3ccccc31)[C@H](CO)N2C(=O)c1ccc(F)cc1	0.2
CCC(=O)N(C)C[C@H]1Oc2cc(C#Cc3ccncc3)ccc2S(=O)(=O)N([C@@H](C)CO)C[C@@H]1C	-1.6
C[C@H]1CCCCO[C@@H](CN(C)C(=O)Nc2ccc3c(c2)OCO3)[C@@H](C)CN([C@@H](C)CO)C(=O)c2cc(NC(=O)Cc3ccccc3)ccc2O1	-4.4
O=C(Nc1ccc2c(c1)[C@@H]1C[C@H](CC(=O)N3CCOCC3)O[C@@H](CO)[C@@H]1O2)c1cccnc1	22
C[C@@H]1CN([C@H](C)CO)C(=O)c2cc(NS(=O)(=O)c3cccs3)ccc2O[C@H]1CN(C)S(C)(=O)=O	1.9
COc1ccc(-c2cnc3c(c2)C(=O)N([C@H](C)CO)C[C@@H](C)[C@H](CN(C)Cc2ccc(C(=O)O)cc2)O3)cc1	3.2
Cc1ccc(S(=O)(=O)Nc2ccc3c(c2)C(=O)N([C@H](C)CO)C[C@@H](C)[C@@H](CN(C)C(=O)NC(C)C)O3)cc1	0.0
O=C(Cc1ccccc1)N1CC[C@@H]2[C@H]1c1cc(-c3ccccc3)ccc1N[C@@H]2CO	-2.7
Cc1noc(C)c1NC(=O)Nc1ccc2c(c1)C(=O)N([C@H](C)CO)C[C@@H](C)[C@H](CN(C)Cc1ccc(C(F)(F)F)cc1)OCCCC[C@@H](C)O2	-0.6
O=C(NCC[C@@H]1CC[C@@H](NC(=O)c2cnccn2)[C@H](CO)O1)Nc1ccc(Cl)cc1	3.1
COc1cccc(-c2cnc3c(c2)C(=O)N([C@H](C)CO)C[C@H](C)[C@H](CN(C)Cc2cccc(C)c2)O3)c1	-0.8
Cc1ccc(S(=O)(=O)N(C)C[C@H]2Oc3ccc(NC(=O)CCC(F)(F)F)cc3C(=O)N([C@H](C)CO)C[C@H]2C)cc1	0.8

Continued; it opens with the 2 that closed the last part.
SMILES	Mtb BioA inh
COc1cccc(-c2cnc3c(c2)C(=O)N([C@H](C)CO)C[C@H](C)[C@H](CN(C)Cc2cccc(C)c2)O3)c1	-0.8
Cc1ccc(S(=O)(=O)N(C)C[C@H]2Oc3ccc(NC(=O)CCC(F)(F)F)cc3C(=O)N([C@H](C)CO)C[C@H]2C)cc1	0.8
CO[C@H]1CN(C)C(=O)c2cc(NC(=O)c3ccc4c(c3)OCO4)ccc2OC[C@@H](C)N(CCC(F)(F)F)C[C@H]1C	-0.5
CCCNC(=O)C[C@@H]1CC[C@@H]2[C@H](COC[C@@H](O)CN2C(=O)Nc2ccc3c(c2)OCO3)O1	0.3
CN(C)CCCNC(=O)C[C@@H]1CC[C@H](NS(=O)(=O)c2ccc(F)cc2)[C@H](CO)O1	4.5
C[C@@H]1CN([C@@H](C)CO)C(=O)Cc2cc(NC(=O)Cn3cnnn3)ccc2O[C@H]1CN(C)C(=O)Nc1ccc(C(F)(F)F)cc1	-1.5
COCC(=O)N(C)C[C@@H]1Oc2cc(C#CC(C)C)ccc2S(=O)(=O)N([C@@H](C)CO)C[C@H]1C	0.9
CC(C)NC(=O)Nc1ccc2c(c1)C(=O)N([C@@H](C)CO)C[C@H](C)[C@H](CN(C)C(=O)Nc1ccc(F)cc1)O2	-1.1
C[C@H]1CN([C@@H](C)CO)C(=O)c2cc(NS(=O)(=O)c3ccc(F)cc3)ccc2O[C@@H]1CN(C)S(=O)(=O)c1cccs1	0.7
O=C(C[C@@H]1CC[C@@H]2[C@H](COC[C@@H](O)CN2Cc2nccs2)O1)NCc1ccc(Oc2ccccc2)cc1	-1.3
O=C(NCC[C@H]1CC[C@@H](NS(=O)(=O)c2ccccc2F)[C@H](CO)O1)c1ccc(F)cc1	2.9
N#C[C@H]1[C@@H](c2ccc(-c3ccccc3F)cc2)[C@H](CO)N1C(=O)C1CC1	20
C[C@H]1CN([C@@H](C)CO)C(=O)c2cc(-c3ccccc3)cnc2O[C@H]1CN(C)C(=O)NC1CCCC1	-1.1
CN(C)c1ccc2c(c1)[C@H]1C[C@H](CC(=O)NCc3ccc4c(c3)OCO4)O[C@@H](CO)[C@H]1O2	0.1
COc1ccc(S(=O)(=O)N(C)C[C@@H]2Oc3c(NC(=O)c4ccncc4)cccc3C(=O)N([C@@H](C)CO)C[C@H]2C)cc1	0.3
Cc1noc(C)c1NC(=O)Nc1ccc2c(c1)CC(=O)N([C@@H](C)CO)C[C@@H](C)[C@@H](CN(C)C(=O)NC(C)C)O2	-0.2
C[C@@H]1CCCCO[C@H](CN(C)C(=O)CCCN(C)C)[C@@H](C)CN([C@@H](C)CO)C(=O)c2cc(NC(=O)C3CCCCC3)ccc2O1	-3.1
COc1ccc(NC(=O)Nc2ccc3c(c2)C(=O)N([C@@H](C)CO)C[C@H](C)[C@@H](CN(C)C(=O)Nc2c(C)noc2C)OCCCC[C@H](C)O3)cc1	-0.5
CN1C(=O)N[C@@H]2c3ccccc3O[C@@]1(C)[C@@H]2CO	-0.5
Cc1ccc(S(=O)(=O)N(C)C[C@H]2Oc3ccc(NC(=O)c4ccncc4)cc3C(=O)N([C@@H](C)CO)C[C@H]2C)cc1	-1.4
CO[C@@H]1CN(C)C(=O)c2ccc(NS(=O)(=O)c3ccccc3F)cc2OC[C@@H](C)NC[C@H]1C	0.5
C[C@@H]1CN([C@H](C)CO)C(=O)c2cc(NC(=O)Nc3ccc(F)cc3)ccc2O[C@H]1CN(C)Cc1ccc2c(c1)OCO2	-1.4
O=C(C[C@@H]1C=C[C@H](NC(=O)CC2CC2)[C@H](CO)O1)NCc1ccc(Cl)cc1	-0.2
Cc1noc(C)c1S(=O)(=O)Nc1ccc2c(c1)C(=O)N([C@H](C)CO)C[C@@H](C)[C@H](CN(C)C(=O)Nc1ccccc1)OCCCC[C@@H](C)O2	-0.9
C[C@@H]1CN([C@@H](C)CO)C(=O)c2cc(-c3cccc(C(=O)N(C)C)c3)cnc2O[C@@H]1CN(C)S(=O)(=O)c1ccccc1	-0.5
CNC[C@@H]1OCCCC[C@@H](C)Oc2ccc(NC(=O)NC(C)C)cc2C(=O)N([C@@H](C)CO)C[C@H]1C	-0.8
COCC#Cc1cnc2c(c1)C(=O)N([C@H](C)CO)C[C@H](C)[C@H](CN(C)C(=O)Nc1cc(F)ccc1F)O2	1.3
CC(C)NC(=O)Nc1ccc2c(c1)C(=O)N([C@H](C)CO)C[C@@H](C)[C@@H](CN(C)Cc1ccc(-c3ccccc3)cc1)O2	-1.8
CC(=O)N1[C@H](CO)[C@@H](c2ccccc2)[C@H]1CN(C(=O)NC(C)C)C1CCCC1	7.5&-2.1
C[C@@H]1CN([C@H](C)CO)C(=O)c2cc(Br)cnc2O[C@@H]1CN(C)C(=O)c1ccc(F)cc1	4.7
O=C(C[C@H]1CC[C@@H]2[C@H](COC[C@H](O)CN2CCC(F)(F)F)O1)N1CCC(Cc2ccccc2)CC1	1.0
CCC(=O)N1C[C@@H]2[C@H](c3ccccc31)[C@@H](CO)N2Cc1ccccc1F	21
O=C(C[C@H]1CC[C@@H](NC(=O)Nc2ccc(F)cc2)[C@@H](CO)O1)NCc1ccccn1	0.6
C[C@H](CO)N1C[C@H](C)[C@@H](CN(C)Cc2ccncc2)Oc2cc(C#CC3CC3)ccc2S1(=O)=O	7.0
O=C(CN1CCOCC1)N[C@H]1CC[C@H](CCNC(=O)Nc2cc(F)ccc2F)O[C@H]1CO	-1.4
COCC#Cc1cnc2c(c1)C(=O)N([C@@H](C)CO)C[C@H](C)[C@H](CN(C)C(=O)C1CCCCC1)O2	-1.7
C[C@@H]1CN([C@H](C)CO)C(=O)c2cc(NC(=O)c3ccncc3)ccc2O[C@@H](C)CCCCO[C@H]1CN(C)S(=O)(=O)c1ccccc1	-0.2
C[C@@H]1CN([C@H](C)CO)C(=O)c2cc(NC(=O)c3ccncc3)ccc2O[C@@H]1CN(C)Cc1ccc(C(=O)O)cc1	-4.6

Structures above that contain a COOH group, in the order listed:
SMILES	Mtb BioA inh
C/C=C/c1cnc2c(c1)C(=O)N([C@@H](C)CO)C[C@H](C)[C@H](CN(C)Cc1cccc(C(=O)O)c1)O2	-1.1
COc1ccc(-c2cnc3c(c2)C(=O)N([C@H](C)CO)C[C@@H](C)[C@H](CN(C)Cc2ccc(C(=O)O)cc2)O3)cc1	3.2
C[C@@H]1CN([C@H](C)CO)C(=O)c2cc(NC(=O)c3ccncc3)ccc2O[C@@H]1CN(C)Cc1ccc(C(=O)O)cc1	-4.6

Remaining list, next part
SMILES	Mtb BioA inh
CO[C@@H]1CN(C)C(=O)c2cc(NS(C)(=O)=O)ccc2OC[C@H](C)N(CC2CC2)C[C@@H]1C	-0.4
CC(C)NC(=O)Nc1ccc2c(c1)C(=O)N([C@@H](C)CO)C[C@H](C)[C@@H](CN(C)C(=O)NC1CCCCC1)OCCCC[C@@H](C)O2	2.5
CC(=O)N(C)C[C@@H]1Oc2cc(C#Cc3ccccc3)ccc2S(=O)(=O)N([C@@H](C)CO)C[C@@H]1C	11
COCC#Cc1ccc2c(c1)O[C@@H](CN(C)C(=O)C1CC1)[C@H](C)CN([C@@H](C)CO)S2(=O)=O	-0.8
COCC(=O)N1C[C@H](C)[C@@H](OC)CN(C)C(=O)c2ccc(NC(=O)c3ccc(F)cc3)cc2OC[C@H]1C	0.4
C[C@@H]1CN([C@H](C)CO)C(=O)c2cccc(NC(=O)c3nc4ccccc4s3)c2O[C@H]1CN(C)Cc1ccncc1	2.9
COc1ccc(S(=O)(=O)N(C)C[C@H]2OCCCC[C@H](C)Oc3ccc(NS(=O)(=O)c4cccs4)cc3C(=O)N([C@@H](C)CO)C[C@H]2C)cc1	-0.6
